High-throughput results deposited in PubChem by several laboratories.
FBA Mtb inh: Mtb FBA enzyme inhibitors, primary screen, biochemical, fluorescence, strain H37Rv. inhibition, % at 1 µM. purified M. tuberculosis FBA, fluorescence read-out. Fructose-bisphosphate aldolase (Mycobacterium tuberculosis (strain ATCC 25618 / H37Rv)), …. 360,000 compounds, 2.3% hits; in the data active = inhibition above about 27%;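 also: 0% = vehicle and 100% = reference inhibitor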
GDH-TPI counter: GDH-TPI coupling enzyme inhibitors, primary screen, artefact control for M. tuberculosis FBA inhibitor project, biochemical, absorbance, full deck. GDH-TPI coupled enzyme counterscreen, NADH absorbance. inhibition, % at 4.8 µM. 360,000 compounds, 1.2% hits; in the data active = inhibition above about 30%;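 also: 0% = DMSO wells and 100% = wells lacking the enzyme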
Mtb UGM inh: M. tuberculosis UGM enzyme inhibitors, primary screen, biochemical, fluorescence polarization, single point; UDP-galactopyranose mutase (Mycobacterium tuberculosis (strain ATCC 25618 / H37Rv)), …; purified UGM, fluorescence polarization probe displacement; inhibition, % at 10 µM; 320,000 compounds, 0.06% hits; in the data active = inhibition above about 10%, passing the limit was not always enough
Target sequence (P9WIQ1 whole entry, looked up): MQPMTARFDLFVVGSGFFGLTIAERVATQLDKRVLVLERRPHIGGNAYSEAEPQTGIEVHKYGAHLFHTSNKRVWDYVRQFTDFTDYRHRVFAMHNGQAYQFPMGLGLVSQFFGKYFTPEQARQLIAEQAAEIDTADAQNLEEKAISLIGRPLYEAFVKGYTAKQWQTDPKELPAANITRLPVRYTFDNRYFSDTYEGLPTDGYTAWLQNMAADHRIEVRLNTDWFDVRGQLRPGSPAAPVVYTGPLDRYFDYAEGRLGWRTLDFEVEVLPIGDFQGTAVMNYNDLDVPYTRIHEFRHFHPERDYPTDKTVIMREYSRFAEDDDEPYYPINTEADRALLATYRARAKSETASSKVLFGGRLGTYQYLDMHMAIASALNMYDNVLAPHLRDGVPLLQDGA
BH1578 lux ind: inducers of Vibrio cholerae quorum light production without autoinducers, primary screen, BH1578 luxS cqsA deficient, single point; activation, % at 18.7 µM; AID 588436, 2011; V. cholerae BH1578 lux reporter, luminescence, 6 h; 350,000 compounds, 0.16% hits; in the data active = activation mostly above about 9.7%, no sharp cut-off; also: not every result past the cut was called active; inactives centre near 0; reference of the scale not given here
MazF activator: activators of E. coli MazEF toxin-antitoxin RNase, primary screen, biochemical, fluorescence, uHTS | Endoribonuclease toxin MazF (Escherichia coli (strain K12)), P0AE70 | FAM/BHQ RNA-DNA oligo cleavage fluorescence, 5 h | activation, % at 20 µM | 350,000 compounds, 0.32% hits; in the data active = activation above about 50%
Target sequence (P0AE70 whole entry, looked up): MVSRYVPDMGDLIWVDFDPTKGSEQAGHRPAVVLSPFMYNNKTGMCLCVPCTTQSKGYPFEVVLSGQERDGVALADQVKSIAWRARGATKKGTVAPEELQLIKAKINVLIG
SARS 3CLpro inh: SARS-CoV 3CLpro protease inhibitors, primary screen, biochemical, quenched FRET; AID 1706, 2009; Replicase polyprotein 1ab (Severe acute respiratory syndrome coronavirus), P0C6X7; inhibition, % at 6 µM; 290,000 compounds, 0.14% hits; recombinant SARS-CoV 3CLpro, quenched FRET peptide cleavage; in the data active = inhibition above about 12%
BioA inh: M. tuberculosis BioA enzyme inhibitors, primary screen, biochemical, plate reader, single point, HTS. 7,8-diaminopelargonic acid synthase BioA (Mycobacterium tuberculosis). 360,000 compounds, 0.096% hits. purified M. tuberculosis BioA enzyme. inhibition, % at 9.99 µM. AID 602481, 2012; in the data active = inhibition above about 40%
VHR inh abs: VHR1 phosphatase inhibitors, primary screen, biochemical, absorbance, uHTS. 290,000 compounds, 0.52% hits. inhibition, % at 13.3 µM. AID 1654, 2009. Dual specificity protein phosphatase 3 (Homo sapiens), P51452. recombinant VHR phosphatase, pNPP absorbance; in the data active = inhibition above about 50%; also: some compounds called inactive have numbers as strong as hits
Target sequence (P51452 whole entry, looked up): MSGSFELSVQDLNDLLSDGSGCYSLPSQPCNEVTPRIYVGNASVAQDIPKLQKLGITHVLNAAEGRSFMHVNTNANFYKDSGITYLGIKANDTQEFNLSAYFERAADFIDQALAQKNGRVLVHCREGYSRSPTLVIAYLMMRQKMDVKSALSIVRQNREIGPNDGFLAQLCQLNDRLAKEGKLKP
PriA SSB inh: inhibitors of Klebsiella pneumoniae PriA binding to SSB C-terminal tail, primary screen, biochemical, AlphaScreen; PriA–SSB C-terminal tail interaction (Klebsiella pneumoniae); AlphaScreen SSBct-PriA binding, biotinylated peptide; inhibition, % at 33 µM; 430,000 compounds, 0.6% hits; in the data active = inhibition mostly above about 37%, no sharp cut-off; inactive = mostly below about 20%;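 also: plate controls were negative control peptide for no effect and reference peptide for full effect; strong numbers were not always called active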
Rv3671c inh: Rv3671c serine protease inhibitors, primary screen, biochemical, fluorescence polarization, M. tuberculosis H37Rv | 320,000 compounds, 0.048% hits | AID 2606, 2010 | P9WHR9 | inhibition, % at 5.96 µM; in the data active = inhibition above about 38%;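 also: extracellular domain of Rv3671c used as enzyme; 0% = enzyme with DMSO and 100% = no enzyme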
Target sequence (P9WHR9 whole entry, looked up, the tested form may be a part): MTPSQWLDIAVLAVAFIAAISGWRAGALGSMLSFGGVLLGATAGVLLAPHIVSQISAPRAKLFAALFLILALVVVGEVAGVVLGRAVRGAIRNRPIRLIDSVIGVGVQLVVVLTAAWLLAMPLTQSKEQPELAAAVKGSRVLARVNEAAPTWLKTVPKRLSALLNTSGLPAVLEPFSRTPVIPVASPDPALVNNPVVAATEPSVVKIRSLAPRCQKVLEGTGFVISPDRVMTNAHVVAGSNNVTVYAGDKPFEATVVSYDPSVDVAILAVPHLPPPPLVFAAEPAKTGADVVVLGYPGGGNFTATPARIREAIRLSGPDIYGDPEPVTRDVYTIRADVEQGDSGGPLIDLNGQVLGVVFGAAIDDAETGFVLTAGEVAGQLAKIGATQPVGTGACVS
Numbers without * were called inactive; & = joins results of further samples. This is a subset; the hit share may differ from the screen's.

What do the screens show for `Cc1ccc(S(=O)(=O)c2nc(-c3cccs3)oc2N2CCC(C(N)=O)CC2)cc1`?
FBA Mtb inh: 3; GDH-TPI counter: 12; Mtb UGM inh: -1.1; BH1578 lux ind: inactive; MazF activator: -12; BioA inh: -2.2; PriA SSB inh: -1&6; Rv3671c inh: 3

Results for Cc1ccc(NS(=O)(=O)c2ccc3[nH]c(=O)oc3c2)c(C)c1 ?
FBA Mtb inh: 5; GDH-TPI counter: -4; Mtb UGM inh: 1.9; BH1578 lux ind: inactive; MazF activator: -4; SARS 3CLpro inh: 2; BioA inh: -3.6; VHR inh abs: 1; PriA SSB inh: -1; Rv3671c inh: -3

Results for CCC(/C=N/NC(=O)C1COc2ccccc2O1)CC (configuration not stated) ?
FBA Mtb inh: -2; GDH-TPI counter: 9; Mtb UGM inh: -0.9; BH1578 lux ind: -0.4; MazF activator: 3; SARS 3CLpro inh: -1; VHR inh abs: 18; Rv3671c inh: -12

How did O=C(NC1=NCCS1)c1cc(-c2cccs2)nc2ccccc12 do in these assays?
FBA Mtb inh: 44*; GDH-TPI counter: 17; Mtb UGM inh: -0.6; BH1578 lux ind: inactive; MazF activator: 5; SARS 3CLpro inh: 2; VHR inh abs: 26; PriA SSB inh: -19; Rv3671c inh: -10

Results for CCc1ccc(NC(=O)CSc2nnc(C)c(=O)n2N)cc1 ?
FBA Mtb inh: 0; GDH-TPI counter: 5; Mtb UGM inh: -0.7; BH1578 lux ind: 5.3; MazF activator: 4; SARS 3CLpro inh: 1; BioA inh: -1.4; VHR inh abs: 18; PriA SSB inh: 2; Rv3671c inh: -5

How did O=C(CCC(=O)Nc1ccc(Br)cc1)N/N=C/c1ccccc1O do in these assays?
FBA Mtb inh: 5; GDH-TPI counter: 3; Mtb UGM inh: 2.6; BH1578 lux ind: 0.7; MazF activator: -13; SARS 3CLpro inh: 0; BioA inh: -0.8; VHR inh abs: -42; Rv3671c inh: 1

What do the screens show for `CCNC(=O)CN(c1ccc(C)cc1)S(=O)(=O)c1ccccc1`?
FBA Mtb inh: 0; GDH-TPI counter: 16; Mtb UGM inh: 1.8; BH1578 lux ind: inactive; MazF activator: 3; SARS 3CLpro inh: 0; BioA inh: 0.0; VHR inh abs: 35; PriA SSB inh: -9; Rv3671c inh: -7

How did O=c1[nH]c2cc(NCCO)c([N+](=O)[O-])cc2[nH]1 do in these assays?
FBA Mtb inh: -3; GDH-TPI counter: 12; Mtb UGM inh: -0.5; BH1578 lux ind: -0.2; MazF activator: 2; SARS 3CLpro inh: 5; VHR inh abs: 15; PriA SSB inh: -3; Rv3671c inh: -5

What do the screens show for `CCC(=O)Nc1nc(C)c(-c2csc(Nc3ccccn3)n2)s1`?
FBA Mtb inh: 5; GDH-TPI counter: 40*; Mtb UGM inh: -0.4; BH1578 lux ind: -0.5; MazF activator: 15; SARS 3CLpro inh: 5; VHR inh abs: 4; PriA SSB inh: 10; Rv3671c inh: 4

How did O=C(COc1cccnc1[N+](=O)[O-])Nc1ccc2c(c1)OC(F)(F)O2 do in these assays?
FBA Mtb inh: 2; GDH-TPI counter: 10; Mtb UGM inh: -1.2; BH1578 lux ind: -0.2; MazF activator: 5; SARS 3CLpro inh: 5; BioA inh: 1.5; VHR inh abs: 7; PriA SSB inh: 6; Rv3671c inh: -12

Results for CC(=O)N/C(=C/c1ccc(OC(F)F)cc1)C(=O)O ?
FBA Mtb inh: 0; GDH-TPI counter: 4; Mtb UGM inh: 4.6; BH1578 lux ind: -0.8; MazF activator: 3; SARS 3CLpro inh: 0; VHR inh abs: 3; PriA SSB inh: -1; Rv3671c inh: 5

What do the screens show for `O=C(NNC(=O)c1cc(OCC(F)(F)F)ccc1OCC(F)(F)F)c1ccc(Cl)c(Cl)c1`?
FBA Mtb inh: -6; GDH-TPI counter: 3; Mtb UGM inh: 0.1; BH1578 lux ind: 1.3; MazF activator: -5; SARS 3CLpro inh: 4; VHR inh abs: 6; PriA SSB inh: -8; Rv3671c inh: 4

What do the screens show for `CC(NC(=O)c1sc2ccccc2c1Cl)C1CCCO1` (configuration not stated)?
FBA Mtb inh: 2; GDH-TPI counter: 2; Mtb UGM inh: -0.6; BH1578 lux ind: 0.1; MazF activator: 6; SARS 3CLpro inh: 5; VHR inh abs: 5; PriA SSB inh: -18; Rv3671c inh: -5

How did Cc1ccc(C)c(NC(=O)CN(C)S(=O)(=O)c2ccc(F)cc2)c1 do in these assays?
FBA Mtb inh: 1; GDH-TPI counter: 6; Mtb UGM inh: 0.4; BH1578 lux ind: 2.0; MazF activator: -11; SARS 3CLpro inh: -2; BioA inh: -1.6; VHR inh abs: 24; PriA SSB inh: -9; Rv3671c inh: -8

How did CCCNC(=O)c1cc(SC)ccc1Cl do in these assays?
FBA Mtb inh: 4; GDH-TPI counter: 3; Mtb UGM inh: 0.4; BH1578 lux ind: inactive; MazF activator: 7; SARS 3CLpro inh: -4; BioA inh: -1.3; VHR inh abs: 14; PriA SSB inh: 1; Rv3671c inh: -3

Results for CCCn1c(C)cc(C(=O)COC(=O)c2cc(=O)[nH]c3ccccc23)c1C ?
FBA Mtb inh: -1; GDH-TPI counter: 6; BH1578 lux ind: 0.2; MazF activator: -6; BioA inh: -0.7

Results for O=c1c2ccccc2nnn1CSc1nnc(Nc2ccccc2)s1 ?
FBA Mtb inh: 2; GDH-TPI counter: 3; Mtb UGM inh: 2.9; BH1578 lux ind: -1.7; MazF activator: 2; SARS 3CLpro inh: 5; BioA inh: 0.6; VHR inh abs: 20; PriA SSB inh: -3; Rv3671c inh: -2

How did CCOC(=O)c1ccc(NC(=O)C(=O)NCC2CCCO2)cc1 (configuration not stated) do in these assays?
FBA Mtb inh: 3; GDH-TPI counter: 2; Mtb UGM inh: 0.0; BH1578 lux ind: inactive; MazF activator: 1; SARS 3CLpro inh: -1; BioA inh: 1.1; VHR inh abs: 45; PriA SSB inh: -10; Rv3671c inh: 1

What do the screens show for `COc1cc(C)c(NC(=S)Nc2ccc(Cl)c(Cl)c2)cc1OC`?
FBA Mtb inh: 1; GDH-TPI counter: 12; Mtb UGM inh: -0.4; BH1578 lux ind: -0.3; MazF activator: 5; SARS 3CLpro inh: 5; VHR inh abs: 0; PriA SSB inh: -24; Rv3671c inh: 2

Results for COC(=O)c1ccc(NC(=O)CN2CCN(c3ccccc3C)CC2)cc1 ?
FBA Mtb inh: -1; GDH-TPI counter: 11; Mtb UGM inh: 0.2; BH1578 lux ind: -3.6; MazF activator: -4; SARS 3CLpro inh: 1; BioA inh: 0.4; VHR inh abs: 18; PriA SSB inh: 11; Rv3671c inh: -4

Continued; the last 2 above are carried over.
What do the screens show for `COc1cc(C)c(NC(=S)Nc2ccc(Cl)c(Cl)c2)cc1OC`?
FBA Mtb inh: 1; GDH-TPI counter: 12; Mtb UGM inh: -0.4; BH1578 lux ind: -0.3; MazF activator: 5; SARS 3CLpro inh: 5; VHR inh abs: 0; PriA SSB inh: -24; Rv3671c inh: 2

Results for COC(=O)c1ccc(NC(=O)CN2CCN(c3ccccc3C)CC2)cc1 ?
FBA Mtb inh: -1; GDH-TPI counter: 11; Mtb UGM inh: 0.2; BH1578 lux ind: -3.6; MazF activator: -4; SARS 3CLpro inh: 1; BioA inh: 0.4; VHR inh abs: 18; PriA SSB inh: 11; Rv3671c inh: -4

Results for CN(C)c1cccc(C(=O)OCCNC(=O)c2cccc(S(=O)(=O)N3CCOCC3)c2)c1 ?
FBA Mtb inh: -4; GDH-TPI counter: 4; Mtb UGM inh: 1.0; BH1578 lux ind: -1.0; MazF activator: -14; SARS 3CLpro inh: 4; BioA inh: -0.6; VHR inh abs: 26; PriA SSB inh: 3; Rv3671c inh: -7

How did Cc1ccnc(SCCn2c(N3CCC(C)CC3)nc3c2c(=O)n(C)c(=O)n3C)n1 do in these assays?
FBA Mtb inh: -2; GDH-TPI counter: 3; Mtb UGM inh: 2.3; BH1578 lux ind: -0.3; MazF activator: 6; SARS 3CLpro inh: 2; PriA SSB inh: -16; Rv3671c inh: -4

Results for COC(=O)CNC(=O)c1cccs1 ?
FBA Mtb inh: -8; GDH-TPI counter: -2; Mtb UGM inh: -2.9; BH1578 lux ind: -7.7; MazF activator: -6; SARS 3CLpro inh: -4; BioA inh: -2.3; VHR inh abs: 7; PriA SSB inh: -12; Rv3671c inh: -2

Results for C[C@@H]1CN([C@@H](C)CO)C(=O)CCCn2cc(nn2)CO[C@H]1CN(C)S(=O)(=O)c1ccc(-n2cccn2)cc1 ?
FBA Mtb inh: -4; GDH-TPI counter: -11; BH1578 lux ind: -0.4; MazF activator: 5; BioA inh: -0.9

How did O=C(NC1CCCCC1)c1ccc(Cn2cc(Br)cn2)o1 do in these assays?
FBA Mtb inh: -1; GDH-TPI counter: 6; Mtb UGM inh: -0.3; BH1578 lux ind: inactive; MazF activator: 0; SARS 3CLpro inh: -8; BioA inh: 0.5; VHR inh abs: 21; PriA SSB inh: 2; Rv3671c inh: 0

Results for N#CN1CCC(NS(=O)(=O)c2ccc(C(F)(F)F)cc2)CC1 ?
FBA Mtb inh: 0; GDH-TPI counter: 5; Mtb UGM inh: 1.2; BH1578 lux ind: 1.2; MazF activator: -2; BioA inh: 14; PriA SSB inh: 4; Rv3671c inh: -4

Results for CC1(C)Cc2cccc(OCC(=O)NCc3cccs3)c2O1 ?
FBA Mtb inh: 0; GDH-TPI counter: 6; Mtb UGM inh: 0.4; BH1578 lux ind: -2.8; MazF activator: -3; BioA inh: 0.2; PriA SSB inh: -4&-16; Rv3671c inh: 0

What do the screens show for `CCOC(=O)c1cc(C#N)c(SCC(N)=O)[nH]c1=O`?
FBA Mtb inh: 22; GDH-TPI counter: 10; Mtb UGM inh: -0.7; BH1578 lux ind: -3.1; MazF activator: -170; SARS 3CLpro inh: 0; VHR inh abs: -11; PriA SSB inh: -12; Rv3671c inh: 19

Results for Cc1cnc(C(=O)OCC(=O)NCCc2ccccc2)cn1 ?
FBA Mtb inh: 9; GDH-TPI counter: 3; Mtb UGM inh: -1.3; BH1578 lux ind: 1.3; MazF activator: 2; SARS 3CLpro inh: -1; BioA inh: 2.1; VHR inh abs: 2; PriA SSB inh: -2; Rv3671c inh: 14

What do the screens show for `CC1(C)C(c2cccs2)=[N+]([O-])C2(CCCCC/C2=N\NC(N)=O)N1O` (configuration not stated)?
FBA Mtb inh: -2; GDH-TPI counter: 12; Mtb UGM inh: -1.5; MazF activator: 0; SARS 3CLpro inh: 1; BioA inh: 0.5; VHR inh abs: 8; Rv3671c inh: 11

Results for COC(=O)NNC(=O)COc1cc(C)ccc1C ?
FBA Mtb inh: 3; GDH-TPI counter: -1; Mtb UGM inh: -0.1; BH1578 lux ind: -0.4; MazF activator: -2; SARS 3CLpro inh: -1; BioA inh: -3.0; VHR inh abs: -11; PriA SSB inh: -7; Rv3671c inh: -5

What do the screens show for `C/C(=C\C(=S)Nc1ccccc1)Nc1ccc2ccccc2c1`?
FBA Mtb inh: -1; GDH-TPI counter: -5; Mtb UGM inh: 1.0; BH1578 lux ind: -0.3; MazF activator: 10; SARS 3CLpro inh: 1; VHR inh abs: -11; PriA SSB inh: 67*; Rv3671c inh: -15

What do the screens show for `CCOc1ccc(Nc2nc(NCc3ccco3)nc(N)c2[N+](=O)[O-])cc1`?
FBA Mtb inh: 0; GDH-TPI counter: -3; Mtb UGM inh: -2.0; BH1578 lux ind: -0.7; MazF activator: 6; SARS 3CLpro inh: -6; VHR inh abs: -7; PriA SSB inh: 8; Rv3671c inh: 4
